Compound activity deposited in PubChem BioAssay by several laboratories.
Mcl1 Bid PPI – disrupts binding of human Mcl-1 to Bid peptide; Q07820; TR-FRET Mcl-1/Bid-Dy647 peptide binding, 1536-well; inhibition, % at 21.7 µM; actives 0.97% (n = 220,000);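 active means compounds that cut the binding signal by more than half at the single screening dose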;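 further: His-tagged Mcl-1 with europium anti-His antibody binding Bid BH3 peptide; 0% = Mcl-1 plus peptide wells and 100% = peptide-only wells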
Target sequence (Q07820 whole entry, looked up): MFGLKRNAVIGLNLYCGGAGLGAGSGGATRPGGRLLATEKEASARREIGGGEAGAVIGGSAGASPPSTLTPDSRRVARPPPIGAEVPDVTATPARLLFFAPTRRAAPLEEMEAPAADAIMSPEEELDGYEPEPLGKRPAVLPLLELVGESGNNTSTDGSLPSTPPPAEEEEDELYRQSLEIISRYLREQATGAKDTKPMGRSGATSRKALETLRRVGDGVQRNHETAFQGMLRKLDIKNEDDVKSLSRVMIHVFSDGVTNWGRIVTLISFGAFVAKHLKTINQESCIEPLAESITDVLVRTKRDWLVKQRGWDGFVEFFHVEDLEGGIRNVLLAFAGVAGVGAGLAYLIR
Avidin bead fluor – avidin bead compound fluorescence profile. Avidin beads, compound fluorescence 488/530 nm, flow cytometry; stronger effect = higher value. fluorescence (KMESF) at 10 µM. actives 0.38% (n = 220,000). AID 1775; in the data active means fluorescence above about 47; further: inactives centre near 10
Pf gamet viab – P. falciparum stage V gametocyte viability inhibition; actives 0.065% (n = 150,000); inhibition, % at 10.9 µM; P. falciparum stage V gametocytes, ATP luminescence, 24 h;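 active means inhibition above the mean plus 3 SD of compounds within the control limits, set per campaign, cut at about 38% in these data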;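 further: 0% = DMSO wells and 100% = medium only without gametocytes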
Mcl1 Noxa PPI – disrupts binding of human Mcl-1 to Noxa peptide; actives 1.5% (n = 220,000); AID 1022; inhibition, % at 21.7 µM; TR-FRET Mcl-1/Noxa peptide binding, 2 h;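 active means compounds that cut the protein-peptide binding signal by more than 50% relative to plate controls in a single-dose test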;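 further: His-tagged Mcl-1 with rhodamine Noxa BH3 peptide and terbium anti-His antibody; 0% = Mcl-1 plus Noxa peptide wells and 100% = peptide-only wells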
The depositor's hits bear a star.

SMILES	Mcl1 Bid PPI	Avidin bead fluor	Pf gamet viab	Mcl1 Noxa PPI
O=C(CN1CCc2ccccc21)NN1CC(=O)N(c2ccccc2)CC1=O	-55	6	-23	-19
CN(C)S(=O)(=O)c1cccc(-c2csc(N/N=C/c3ccco3)n2)c1	-37	4	13	4
CC[C@H](C)[C@H](NC(N)=O)C(=O)Nc1ccc(NC(C)=O)cc1	-28	3	-14	18
CCc1ccc(Nc2ncnc3nc[nH]c23)cc1	-20	7	-9	5
O=C(NC(=O)c1c(F)cccc1F)O/N=C1\CCCc2occc21	-26	6	-11	8
O=C(/C=C/c1ccccc1)N(Cc1cccs1)C1CCS(=O)(=O)C1 (stereo not drawn)	4	2	-3	1
Cc1cccc(-n2cc(CNCCc3nc(C)cc(C)n3)c(-c3cccc(F)c3)n2)c1	-17	4	-10	-1
CCOC(=O)C1(CCCc2ccccc2)CCN(C(=O)Cn2nc(C)nc2C)CC1	-25	6	-4	17
CCOc1cc(/C=N/NC(=O)CCn2nc(C)cc2C)ccc1O	-25	8	-4	11
COc1ccc2[nH]c(=O)c(CN(Cc3cccs3)C(=S)NCC3CCCO3)cc2c1 (stereo not drawn)	-139	8	-28	29
CCCc1nc(-c2cc3ccccc3[nH]c2=O)no1	-32	3	-1	6
O=C1CNC(=S)N1c1nc2ccccc2s1	-32	7	21	-21
Cc1nn(C)cc1/C=N/NC(=O)CSc1ccccn1	32	5	-13	-1
C=C(C)C(=O)Nc1cccc(C2=NOC3(C2)C[C@@H](C(N)=O)N(C(=O)CC(c2ccccc2)c2ccccc2)C3)c1 (stereo partly drawn)	-56	10	7	56*
C/C(=N\NC(=S)Nc1ccccc1C)C1Cc2ccccc2C(=O)O1 (stereo not drawn)	-29	9	-4	-14
CCC(C)[C@H](NC(=O)N1CCC(C)CC1)C(=O)O (stereo partly drawn)	-1	8	4	8
C=CCc1c(C)nc(N2CCSCC2)[nH]c1=O	11	8	9	29
Nc1cccc2c1C(=O)N(C(=O)c1ccco1)C2=O	-24	6	9	-3
COc1ccc(C(=O)CNc2ccc(C)cc2C)cc1	-40	8	19	-2
CC(C)(C)S(=O)(=O)/C(C#N)=C/c1sccc1C1OCCO1	-1	6	6	4
Cc1[nH]c2ccccc2c1NC(=O)CN1CCN(C(=O)c2ccco2)CC1	-30	9	-8	9
Cc1cc(NS(=O)(=O)c2ccc(NC(=O)CSc3nc4ncc(Cl)cc4[nH]3)cc2)nc(C)n1	2	8	1	15
C/C(=N/OC(=O)c1ccccc1)c1oc(C)nc1C	-5	2	10	2
Cc1ccc(CNC(=O)c2cc(C)nn2-c2ccccc2)cc1	-28	4	17	2
Cc1cc(=O)n2c(n1)SCOC2	-6	7	0	10

Record cards (already shown):
`O=C(NC(=O)c1c(F)cccc1F)O/N=C1\CCCc2occc21` across the screens: Mcl1 Bid PPI: -26; Avidin bead fluor: 6; Pf gamet viab: -11; Mcl1 Noxa PPI: 8
`C/C(=N/OC(=O)c1ccccc1)c1oc(C)nc1C` across the screens: Mcl1 Bid PPI: -5; Avidin bead fluor: 2; Pf gamet viab: 10; Mcl1 Noxa PPI: 2

The main list resumes with the 4 entries that preceded the break.
SMILES	Mcl1 Bid PPI	Avidin bead fluor	Pf gamet viab	Mcl1 Noxa PPI
Cc1cc(NS(=O)(=O)c2ccc(NC(=O)CSc3nc4ncc(Cl)cc4[nH]3)cc2)nc(C)n1	2	8	1	15
C/C(=N/OC(=O)c1ccccc1)c1oc(C)nc1C	-5	2	10	2
Cc1ccc(CNC(=O)c2cc(C)nn2-c2ccccc2)cc1	-28	4	17	2
Cc1cc(=O)n2c(n1)SCOC2	-6	7	0	10
Cc1ccc(/C=N/Nc2nc(C)cc(C)n2)cc1	-1	8	-1	22
O=C(O)c1cncc(C#CCC2CCCCC2)c1	-11	5	-1	46
COCc1cc(=O)n2[nH]c(C(C)(C)C)cc2n1	-6	6	2	3
COc1cc(OC)c2c(c1)C(=O)OC2OC (stereo not drawn)	4	8	-10	-12
CCC(=O)Nc1ccc(C=C(C(C)=O)C(C)=O)cc1	-15	5	-15	-6
COc1ccccc1NC(=O)N1CCN(c2ccc3nnc(-c4ccc(F)cc4)n3n2)CC1	-22	7	5	6
C/C=C/C(=O)Nc1ccc(N2CCN(c3ccc(C(F)(F)F)cn3)CC2)nc1	-50	8	-10	5
O=C(Nc1ccc(O)c2c(=O)cc(-c3ccccc3Cl)oc12)c1ccc(Cl)cc1Cl	-35	7	8	12
C=CCN(CC=C)C(=O)C[n+]1ccc(C(N)=O)cc1	-25	5	17	4
CC1=C(C)C(OCCBr)N(c2cc(O)c(Cl)cc2F)C1=O (stereo not drawn)	-41	3	8	-11
CCCCN(C(=S)SC)C1CCS(=O)(=O)C1 (stereo not drawn)	-81	7	14	5
Cc1cc2c(cc1C)N(Cc1ccccc1)C1=NCCCN12	-6	3	-6	-4
O=C(N/N=C/c1ccc(OCc2ccccc2)cc1)c1ccco1	-42	7	-8	10
O=C(NCc1ccccn1)C(=O)Nc1nc(-c2ccccc2)cs1	-21	8	5	-11
COc1cc(/C=N/NC(=O)C(=O)/C=C2\NC(C)(C)Cc3ccccc32)ccc1O	-46	9	17	18
CC1=C(C)C(C)=C(C#N)C(=C(C#N)C#N)N1	-10	7	11	37
Cc1cccc(N(C)C(=O)C2CCCN2S(=O)(=O)c2cccc3nsnc23)c1 (stereo not drawn)	-22	6	5	-10
CCOc1ccc(N/C(=N/c2nc(C)cc(C)n2)NC(=O)CC)cc1	-18	3	-16	16
CSCCC(NC(=O)COc1cccc2ccccc12)C(=O)O (stereo not drawn)	-64	10	8	10
NC(=O)NC(=O)COC(=O)c1cccc(S(=O)(=O)N2CCCCCC2)c1	-37	13	5	-10
COC(=O)c1cc(NS(=O)(=O)c2ccc(NC(C)=O)cc2)ccc1Cl	11	7	-22	4
COC(=O)NC(NS(=O)(=O)c1ccccc1)(C(=O)OC)C(F)(F)F (stereo not drawn)	-18	10	-4	-3
Nc1cc(N)nc(SCC(=O)Nc2ccccc2N2CCOCC2)n1	-87	6	-6	3
COc1ccc(CNC(=O)c2cc(C)nn2-c2ccccc2)cc1	-56	6	9	9
CNC(=O)NC(=O)C(C)OC(=O)c1ccc(Cl)c(S(=O)(=O)Nc2ccc(F)cc2)c1 (stereo not drawn)	-13	3	-5	-3

Continuation:
SMILES	Mcl1 Bid PPI	Avidin bead fluor	Pf gamet viab	Mcl1 Noxa PPI
COc1ccccc1NNC(=O)C(O)(c1ccccc1)c1ccccc1	-100	3	1	5
CCCOc1ccc(N2C(=O)CC(N(Cc3ccco3)C(=O)CCC(=O)O)C2=O)cc1 (stereo not drawn)	-9	11	-9	0
O=C(COc1ncnc2sccc12)NC1CCS(=O)(=O)C1 (stereo not drawn)	-12	6	-8	-4
[O-]/C(=C(\C(=S)Nc1ccccc1F)[n+]1ccccc1)c1ccc(OC(F)F)cc1	-51	6	21	24
COc1cc(/C=C2\SC(=S)N(N(C)c3ccccc3)C2=O)ccc1O	-7	3	6	20
O=C(c1ccccc1)C1CCN(C(=O)Nc2ccccc2)CC1	-10	3	15	0
Fc1ccc(-c2nnc(Cc3ccc(Cl)cc3)o2)cc1	-8	7	10	-10
COc1ccc(Br)cc1/C=N/NC(=O)CNC(=O)c1cccnc1	-30	6	-2	-12
CCOc1ccc(N=C2NC(=O)SC2CC(=O)OC)cc1 (stereo not drawn)	-28	6	14	25
CCOC(=O)C1CCCN(C(=O)c2cc(S(=O)(=O)N3CCCCC3)ccc2C)C1 (stereo not drawn)	-21	7	-18	-4
C/C=C\C=C/C(=O)Nc1cccc(C2=NOC3(C2)C[C@H](C(N)=O)N(C(=O)c2ccc(OC)cc2)C3)c1 (stereo partly drawn)	27	8	-5	63*
Clc1ccc(C2CC(c3cccs3)n3ncnc3N2)cc1 (stereo not drawn)	3	5	-3	20
Nc1ncc([N+](=O)[O-])c(Oc2ccccc2F)n1	-5	8	-10	7
Cc1nc(-c2cc(C#N)c(=O)[nH]c2C)cs1	-13	5	12	-13
COc1ccc(OCCC(=O)c2ccc(OC)cc2)cc1	-21	17	4	17
COc1ccc(-c2cc3cc(OC)c(OC)cc3c(C)n2)cc1	0	11	2	30
Cc1nc2ccccc2nc1N1CCCC1	-22	9	11	-14
COc1ccc(CCn2c(C3CCCCC3)nc3c(c(=O)c4ccccc4n3C)c2=O)cc1	-20	9	14	-35
O=C(OCc1nc2ccccc2[n+]([O-])c1C(=O)c1ccccc1)c1ccco1	-6	8	-10	-7
C/C(=N\NC(=O)Cn1nc(C)cc1C)c1ccc([N+](=O)[O-])cc1	-6	4	16	15
O=S(=O)(c1ccc(Br)s1)N1CCNCC1	-8	6	15	20
COC(=O)C1=C(C(=O)OC)[C@@H]2N(C)c3ccccc3[C@@]23C[C@@H](C(=O)OC)N(C(=O)C2CCC2)C3=N1	-101	7	7	3
Cc1nnc(SCc2cc(=O)[nH]c(/N=C(\N)Nc3ccccc3)n2)s1	-14	4	-5	-10
O=C(Nc1ccc(F)cc1)NC1CCN(Cc2c(F)cccc2Cl)CC1	-6	6	-4	24
c1cn2c(Nc3ccc4c(c3)OCCO4)c(-c3ccc(N4CCOCC4)cc3)nc2cn1	-84	8	-8	18

(continued)
SMILES	Mcl1 Bid PPI	Avidin bead fluor	Pf gamet viab	Mcl1 Noxa PPI
CNC(=S)N/N=C/c1ccc(-c2cccc(C(=O)O)c2)o1	-41	8	22	20
CCOC(=O)c1c(C)[nH]c(C(=O)COC(=O)c2ccc(O)cc2)c1C	-4	3	12	-31
COc1ccccc1-c1nc(C#N)c(NCCCn2ccnc2)o1	-41	7	5	19
O=C(CCl)NCCCN(C(=O)C(Cl)Cl)c1ccc([N+](=O)[O-])cc1	-6	6	-1	0
Cc1nn(C)c(C)c1NC(=O)c1ccccc1NC(=O)Nc1ccccc1	-4	8	18	4
C=CCOC(=O)C1=C(C)NC(C)=C(C(=O)OCC=C)C1c1ccco1	-41	6	13	-14
COc1ccc(/C=N/NC(=O)c2cccnc2)cc1COc1ccc([N+](=O)[O-])cc1	2	11	-2	21
S=C(CN1CCCC1=S)NCCc1ccccc1	-82	4	-5	9
NC(=O)N=Nc1c(O)[nH]c2ccc([N+](=O)[O-])cc12	-9	3	18	11
C/C(=N\NC(=S)Nc1ccccc1)C1Cc2ccccc2C(=O)O1 (stereo not drawn)	-65	8	-5	-69
S=c1[nH]nc(-c2ccc(Cl)cc2Cl)n1-c1ccc2c(c1)OCCO2	-146	6	0	25
NC(=O)CC(NC(=O)c1ccccc1)c1ccc(NCC2CC2)c([N+](=O)[O-])c1 (stereo not drawn)	-35	9	36	1
CCCS(=O)(=O)C/C(N)=N/OC(=O)c1ccc(Cl)cc1	-23	7	-9	10
Cc1cc(-c2nnnn2-c2ccc(F)cc2)no1	-3	6	1	-3
CCc1ccc(C(=O)NNc2cc(Cl)cc(Cl)c2)cc1	-12	5	-11	8
Cc1sc2c(c1C)C(=O)NC(c1ccccc1F)N2 (stereo not drawn)	-113	5	20	-7
O=C(O)COc1ccccc1/C=N/NC(=O)CNC(=O)c1ccc(F)cc1	1	4	11	6
CC(=O)N/C(N)=N/c1nc2cc([N+](=O)[O-])ccc2o1	-29	5	8	10
Cc1[nH]c2ccccc2c1SCc1nnc(SCc2ccc(Cl)cc2)n1C	-16	3	11	12
CSc1nc2cc(C)nn2c(-c2ccccc2Cl)c1C#N	-16	7	-30	-52
CCOC(=O)C1(Cc2ccc(OC)cc2)CCN(C(=O)CCn2cccn2)CC1	-16	6	-15	-7
Cc1cc(C)n2c(SCC(=O)NCc3ccc4c(c3)OCO4)nnc2n1	-30	7	3	4
CCOC(=O)c1ccc(-c2ccc(/C=N/NC(=O)Cc3nnc(N)s3)o2)cc1	-14	7	0	32
NC(=O)COc1ccccc1	-18	7	21	-11
Cc1ccsc1/C=N/NC(=O)C1CC(=O)N(c2ccc(F)cc2)C1 (stereo not drawn)	-11	8	-7	-8

By substructure, those above with a CF3 group (2)
SMILES	Mcl1 Bid PPI	Avidin bead fluor	Pf gamet viab	Mcl1 Noxa PPI
C/C=C/C(=O)Nc1ccc(N2CCN(c3ccc(C(F)(F)F)cn3)CC2)nc1	-50	8	-10	5
COC(=O)NC(NS(=O)(=O)c1ccccc1)(C(=O)OC)C(F)(F)F (stereo not drawn)	-18	10	-4	-3

(further entries)
SMILES	Mcl1 Bid PPI	Avidin bead fluor	Pf gamet viab	Mcl1 Noxa PPI
CN(C)c1ccc(CC2C(=O)Nc3ccccc32)cc1 (stereo not drawn)	-14	3	6	12
CCN(CC)C(=O)Oc1nnc(SC(C)C)n1-c1ccc(Cl)cc1	-18	8	-11	-13
Cc1ccc(S(=O)(=O)N2CCN(C(=O)CSc3nncs3)CC2)cc1	13	8	6	5
Cc1[nH]nc2c1C(CC(C)C)C(C#N)=C(N)O2 (stereo not drawn)	-30	10	-18	-2
CC(C)(C)NC(=O)CSc1nnc(-c2ccccn2)n1Cc1ccccc1	-24	10	20	10
C#CCOc1ccccc1C(N)=O	-14	2	-15	7
Cn1cccc1/C=N/NC(=O)C(O)c1ccccc1 (stereo not drawn)	-57	7	-24	-3
COc1ccc(N(Cc2cc3ccccc3[nH]c2=O)S(=O)(=O)c2ccccc2)cc1	5	16	-12	-6

A portion of the library (hit frequency here may not be typical).
